ABHD5 PLIN5 PPI: ABHD5-PLIN5 interaction inhibitors, primary screen, cell lysate, split luciferase complementation, luminescence. actives 0.78% (n = 360,000). AID 602281, 2012. inhibition, % at 4 µM. Split G. princeps luciferase complementation, 4 h;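 active means inhibition above the mean inhibition across every tested compound plus 3 SD, cut at about 22% in these data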;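 further: 0% = DMSO only wells and the 100% control is not disclosed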
NR5A2 inv ag: LRH-1 (NR5A2) inverse agonists, primary screen, cell-based, luminescence, HEK293T, StAR-luciferase reporter. inhibition, % at 3.6 µM. AID 602396, 2012. LRH-1 transfected, 24 h. Nuclear receptor subfamily 5 group A member 2 (Homo sapiens), O00482. actives 0.13% (n = 360,000);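 active means inhibition above the mean inhibition of all tested compounds plus 3 SD, cut at about 73% in these data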;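 further: 0% = DMSO wells and 100% = reporter-only cells lacking LRH-1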
TLR9-MyD88 inh: inhibitors of TLR9-MyD88 association in cells, primary screen, cell-based, CHO, BLA complementation, fluorescence; inhibition, % at 4.98 µM; CCF4 FRET ratio; AID 504734, 2011; actives 0.21% (n = 340,000);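 active means inhibition above the mean over all tested compounds plus 3 SD, cut at about 21% in these data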;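 further: 0% = DMSO only wells and 100% = clavulanate BLA inhibitor control wells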
SRC1 inh: SRC1 coactivator transcriptional activity inhibitors, primary screen, cell-based, luminescence. inhibition, % at 3.6 µM. actives 0.12% (n = 360,000). AID 588354, 2011. HEK293 GAL4-SRC1 luciferase reporter. Nuclear receptor coactivator 1 (Homo sapiens), Q15788;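 active means inhibition above the campaign mean plus 3 SD, with each screening campaign given its own cutoff, cut at about 60% in these data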;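 further: 0% = DMSO treated cells and 100% = gossypol at 36 µM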
MC4R ag barr: MC4R agonists recruiting beta-arrestin, primary screen, cell-based, luminescence, agonist arm of biased-ligand search; Melanocortin receptor 4 (Homo sapiens), P32245; U2OS MC4R beta-arrestin complementation; percent of melanotan II response, DMSO zero; activation, % at 8.9 µM; actives 0.98% (n = 360,000); AID 540308, 2011;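 active means activation above a per-plate cutoff, the mean activation of sample wells on that plate plus 3 SD, cut at about 8% in these data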
MC4R antagonist: MC4R antagonists of cAMP signaling, primary screen, cell-based, TR-FRET, antagonist arm of biased-ligand search; actives 0.48% (n = 360,000); inhibition, % at 6.5 µM; Melanocortin receptor 4 (Homo sapiens), P32245; MC4R-expressing cells, MTII-stimulated cAMP, LANCE TR-FRET;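 active means inhibition above its plate's cutoff, the mean of tested wells on that plate plus 3 SD, cut at about 29% in these data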;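 further: 0% = Melanotan II alone and 100% = Melanotan II plus saturating MCL0020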
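Material – human MC4R-expressing U2OS cells · Repeats – no replicates · Detection – TR-FRET with Eu-cAMP and labeled anti-cAMP, 671 nm · Times – compound 30 min, challenge 1 h, detection 1 h · Compound – single nominal compound dose of 6.5 µM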
NCOA2 inhibitor: inhibition of GAL4-SRC2 driven luciferase reporter, primary screen, SRC2 inhibitor project, cell-based, luminescence. Nuclear receptor coactivator 2 (Homo sapiens), Q15596. HEK293 GAL4-SRC2 luciferase reporter. inhibition, % at 9 µM. actives 0.17% (n = 370,000);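 active means inhibition above the mean inhibition of all tested compounds plus 3 SD, set per campaign, cut at about 52% in these data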;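 further: 0% = DMSO treated cells and 100% = cells given Gossypol at 36 µM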
LMP1 NFkB inh: EBV LMP1-driven NF-kappaB luciferase reporter inhibitors, primary screen, cell-based, luminescence, single point | LMP1-induced NF-kappaB luciferase reporter cells | inhibition, % at 12.5 µM | actives 0.69% (n = 350,000) | AID 504558, 2011; in the data active means inhibition above about 41%;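 further: 0% = neutral control wells and 100% = reference inhibitor control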
NOD2 RIPK2 PPI: NOD2-RIPK2 binding disruptors in cells, primary screen, fluorescence, CHO cells, BLA complementation | AID 624267, 2012 | actives 0.38% (n = 360,000) | inhibition, % at 4.98 µM | Receptor-interacting serine/threonine-protein kinase 2 (Homo sapiens), O43353 | CCF4 ratio; in the data active means inhibition above about 21%;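 further: 0% = vehicle only and 100% = reference blocker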
COUP-TFII inh: NR2F2 transcriptional activity inhibitors, primary screen, cell-based, luciferase reporter, HEK293T, luminescence; COUP transcription factor 2 (Homo sapiens), P24468; HEK293T NGFI-A luciferase reporter; inhibition, % at 8.6 µM; actives 0.7% (n = 370,000); AID 686940, 2013;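 active means inhibition above a per-plate cutoff, mean inhibition of test wells between control levels plus 3 SD, cut at about 38% in these data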;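 further: cells cotransfected with COUP-TFII expression vector driving the NGFI-A reporter; 0% = median of COUP-TF2 test wells and 100% = reporter-only cells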
NCOA3 inh: SRC3 coactivator transcriptional activity inhibitors, primary screen, cell-based, luminescence; Nuclear receptor coactivator 3 (Homo sapiens), Q9Y6Q9; HEK293 GAL4-SRC3 luciferase reporter; inhibition, % at 3.6 µM; actives 0.17% (n = 360,000);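 active means inhibition above a per-campaign cutoff, the mean of all compounds plus 3 SD, cut at about 60% in these data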;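 further: 0% = DMSO-treated cells and 100% = gossypol-treated cells at 36 µM; higher means less SRC3-driven luciferase light from the GAL4 reporter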
Target sequence (Q9Y6Q9 whole entry, looked up, the tested form may be a part): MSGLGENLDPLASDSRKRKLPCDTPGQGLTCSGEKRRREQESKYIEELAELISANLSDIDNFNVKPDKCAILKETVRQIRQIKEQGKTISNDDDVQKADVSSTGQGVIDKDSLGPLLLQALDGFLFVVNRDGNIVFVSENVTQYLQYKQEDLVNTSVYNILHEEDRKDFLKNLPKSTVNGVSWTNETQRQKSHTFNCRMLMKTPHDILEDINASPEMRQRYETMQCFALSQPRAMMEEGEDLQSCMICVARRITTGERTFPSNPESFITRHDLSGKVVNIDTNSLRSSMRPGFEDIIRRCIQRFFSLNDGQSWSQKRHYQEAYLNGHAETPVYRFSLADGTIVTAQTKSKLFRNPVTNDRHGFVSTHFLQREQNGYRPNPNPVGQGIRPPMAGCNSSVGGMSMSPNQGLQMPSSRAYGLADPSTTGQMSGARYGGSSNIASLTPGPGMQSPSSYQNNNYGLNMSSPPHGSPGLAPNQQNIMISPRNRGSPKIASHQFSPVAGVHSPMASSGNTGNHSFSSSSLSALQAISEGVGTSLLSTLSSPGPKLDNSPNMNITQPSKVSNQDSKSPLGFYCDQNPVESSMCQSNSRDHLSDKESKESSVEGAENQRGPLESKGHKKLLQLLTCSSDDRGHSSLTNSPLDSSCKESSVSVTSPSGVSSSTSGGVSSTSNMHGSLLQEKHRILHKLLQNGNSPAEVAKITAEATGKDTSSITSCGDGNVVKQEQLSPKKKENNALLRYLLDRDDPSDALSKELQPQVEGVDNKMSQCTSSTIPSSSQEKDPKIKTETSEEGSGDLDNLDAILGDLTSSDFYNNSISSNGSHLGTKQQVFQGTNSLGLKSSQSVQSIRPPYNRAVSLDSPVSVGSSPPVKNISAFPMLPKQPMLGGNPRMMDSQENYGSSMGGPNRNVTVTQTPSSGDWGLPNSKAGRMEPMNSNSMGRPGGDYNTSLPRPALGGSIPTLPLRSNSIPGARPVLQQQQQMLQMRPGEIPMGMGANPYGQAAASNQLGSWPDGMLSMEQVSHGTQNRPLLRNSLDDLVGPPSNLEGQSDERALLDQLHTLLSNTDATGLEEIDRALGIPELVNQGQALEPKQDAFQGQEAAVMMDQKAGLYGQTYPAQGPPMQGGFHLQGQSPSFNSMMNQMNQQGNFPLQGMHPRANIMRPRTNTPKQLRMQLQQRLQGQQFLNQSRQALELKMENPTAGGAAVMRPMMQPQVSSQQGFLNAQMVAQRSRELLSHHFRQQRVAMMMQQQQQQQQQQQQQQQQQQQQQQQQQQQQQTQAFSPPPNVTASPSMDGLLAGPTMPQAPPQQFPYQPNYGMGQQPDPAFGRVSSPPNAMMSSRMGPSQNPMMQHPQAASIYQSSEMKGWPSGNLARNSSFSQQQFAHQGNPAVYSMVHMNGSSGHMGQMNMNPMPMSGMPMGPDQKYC
* hit, by the source's call; · = not tested or not shown. An excerpt. The share of hits here may be higher or lower than overall.

ABHD5 PLIN5 PPI,NR5A2 inv ag,TLR9-MyD88 inh,compound,SRC1 inh,MC4R ag barr,MC4R antagonist,NCOA2 inhibitor,LMP1 NFkB inh,NOD2 RIPK2 PPI,COUP-TFII inh,NCOA3 inh
-2,0,4,CCCCn1c(SCc2nc(N)nc(N3CCCCC3)n2)nc2c1c(=O)n(C)c(=O)n2C,-22,3.2,8,-15,7,-4,12,-11
4,12,·,Cc1cc(C)c2c(N)c(C(=O)c3ccccc3)sc2n1,20,-1.3,5,-25,·,3,1,6
2,-5,-5,O=C(Nc1ccc(S(=O)(=O)Nc2nccs2)cc1)c1c(F)c(F)c(F)c(F)c1F,-7,0.9,18,-51,5,-9,20,6
8,4,-3,COc1ccc(C(CCN(Cc2ccc(OC)c(OC)c2)C(=O)CCl)c2ccccc2)cc1 (configuration not stated),-19,23*,22,33,-13,4,7,-4
5,-7,-5,CN1CCN(C(=O)CN(Cc2ccccc2)S(C)(=O)=O)CC1,5,-2.3,18,17,-6,-5,13,-4
7,14,-5,Cn1c(/C(C#N)=C/C2CC=CCC2)nc2ccccc21 (configuration not stated),-24,-0.3,2,4,-11,-7,-4,8
12,-29,8,CC(=O)Nc1ccc(C(=O)/C=C/c2ccc[nH]2)cc1,-57,-1.3,-7,-41,-11,0,-46,-38
1,-10,1,CSCC(C)N1CCC(N2CCC(C(=O)NCc3ccccn3)CC2)CC1 (configuration not stated),9,-2.1,16,17,3,-7,2,-14
6,8,0,Cc1ncc(CN2CCC(C(=O)Nc3cccc(-c4cscn4)c3)CC2)cn1,0,2.0,10,5,2,0,4,22
4,-9,2,CCOC(=O)C1CCN(C(=O)CNS(=O)(=O)c2ccc(Br)s2)CC1,-3,-2.4,10,11,-4,-11,-5,-1
-2,11,2,CCCn1c2ccc(C)cc2c2n[nH]c(=S)nc21,19,-1.3,-7,6,14,-3,-10,-21
-7,3,-5,Nc1nc(NCC(=O)O)nc(NCc2ccccc2)c1[N+](=O)[O-],6,-0.1,-1,-7,2,-6,5,-20

Profiles, quoted from the list. Order of values: ABHD5 PLIN5 PPI, NR5A2 inv ag, TLR9-MyD88 inh, SRC1 inh, MC4R ag barr, MC4R antagonist, NCOA2 inhibitor, LMP1 NFkB inh, NOD2 RIPK2 PPI, COUP-TFII inh, NCOA3 inh
Profile of `CCCCn1c(SCc2nc(N)nc(N3CCCCC3)n2)nc2c1c(=O)n(C)c(=O)n2C` → -2, 0, 4, -22, 3.2, 8, -15, 7, -4, 12, -11
Profile of `COc1ccc(C(CCN(Cc2ccc(OC)c(OC)c2)C(=O)CCl)c2ccccc2)cc1` (configuration not stated) → 8, 4, -3, -19, 23*, 22, 33, -13, 4, 7, -4
Profile of `CSCC(C)N1CCC(N2CCC(C(=O)NCc3ccccn3)CC2)CC1` (configuration not stated) → 1, -10, 1, 9, -2.1, 16, 17, 3, -7, 2, -14
Profile of `Cc1cc(C)c2c(N)c(C(=O)c3ccccc3)sc2n1` → 4, 12, ·, 20, -1.3, 5, -25, ·, 3, 1, 6

Remaining list, next part.
ABHD5 PLIN5 PPI,NR5A2 inv ag,TLR9-MyD88 inh,compound,SRC1 inh,MC4R ag barr,MC4R antagonist,NCOA2 inhibitor,LMP1 NFkB inh,NOD2 RIPK2 PPI,COUP-TFII inh,NCOA3 inh
-3,-18,-4,COc1ccc(OC)c(CN2CCCC(CO)C2)c1 (configuration not stated),-4,-0.9,12,4,-9,-10,3,-16
5,12,-4,Cc1ccccc1N1CCN(c2ccccc2NC(=O)/C=C\C(=O)O)CC1,6,-0.6,20,-16,5,-7,22,-1
4,6,4,CCCCn1c(N)c(N(CC)C(=O)c2ccco2)c(=O)[nH]c1=O,-24,-1.3,3,-6,1,-1,-2,-12
2,-4,7,Cc1ccc(C)c(NC(=O)c2cccc(Oc3ccc([N+](=O)[O-])cc3Cl)c2)c1,-19,-0.8,4,-35,12,-8,9,-1
0,-27,-15,Nc1nnc(N2CCc3ccccc32)s1,-14,-2.5,0,-25,-19,9,16,-12
-19,-12,-3,O=C(CN1CCC(C(O)(c2ccccc2)c2ccccc2)CC1)Nc1cc(Cl)ccc1Cl,-23,7.8,32*,-28,4,0,-4,-30
-8,-4,-2,c1cnc2c(OCc3cn4cccnc4n3)cccc2c1,-8,-1.4,2,-37,1,-5,-19,1
0,21,3,CC(C)N1CC2(c3ccccc3)CN(C(C)C)CC(c3ccccc3)(C1)C2=O,0,-1.5,0,0,-2,2,5,8
-1,-23,-8,Cc1cc(Nc2ccccc2)nc(-c2ccccc2O)n1,-18,3.0,-6,-62,-22,-1,-10,-18
-1,-6,2,COc1ccc(N2CCN(C(=O)c3ccc(NS(=O)(=O)c4ccc(F)cc4)cc3)CC2)cc1,-3,-1.4,4,-30,-10,8,-2,-7
1,6,5,O=C(CN1C(=O)C2C3C=CC(C3)C2C1=O)Nc1nc(SCc2ccc(Cl)cc2)n[nH]1 (configuration not stated),-6,0.4,-4,-4,-2,5,-1,-2
-7,4,-6,O=S(NC1CCCCC1)C12CC3CC(CC(C3)C1)C2 (configuration not stated),-12,-0.6,10,20,6,-3,2,13
6,-12,0,O=C(c1cnn2c(C(F)F)cc(-c3ccccc3)nc12)N1CCSCC1,-8,-1.6,10,-8,-4,-9,8,6
11,22,0,CCN1CCN(S(=O)(=O)c2cccc3nsnc23)CC1,-4,1.8,-7,11,0,3,-17,5
1,-3,-11,Cc1noc(NS(=O)(=O)c2ccc(NC(=O)CCC3CCCC3)cc2)c1C,-9,0.5,3,15,6,-14,-3,12
-1,-104,-1,Cc1ccc2nc(-c3ccc(NC(=O)CSc4ccccc4)cc3)[nH]c2c1,-82,9.0*,10,-27,-31,2,-16,-51
-10,-83,-9,NNC(=O)c1ccc(COc2ccc3c(c2)CCC3)o1,-88,2.5,11,-18,-14,-2,-21,-54
-1,-16,-1,O=C(Cc1ccccc1)Nc1ccc2[nH]ncc2c1,-12,-1.3,12,2,-1,-4,-10,-8
-1,-3,-1,CCOc1ccc(-n2nc3c(=O)n(CCN4CCCCC4)nc(C)c3c2C)cc1,11,0.8,2,-9,-2,-6,-47,-11
-2,-59,1,Cc1ccc(O)c(CN(C)Cc2cc(C)ccc2O)c1,-39,1.1,-4,-80,-14,-1,-34,-48
0,-6,4,COC(=O)C1=C(C)N(C)C(C)=C(C(=O)OC)C1c1ccc(C(=O)OC)cc1,-3,-2.9,-2,-7,9,5,-25,-9
-2,-4,4,Cc1ccccc1C(=O)NN1CCOCC1,7,-2.2,-4,-17,-2,-5,-3,-7
2,-2,2,CCCc1nc(-c2ccccc2)c(-c2ccc(OC)c(OC)c2)c(=O)[nH]1,-2,-0.8,-1,2,10,-2,-4,1
-1,19,8,O=C(Cn1c(SCC(=O)N2CCCc3ccccc32)nc2ccccc21)N1CCCC1,11,-2.8,12,·,-14,5,·,-16
-1,-110,-7,Cc1nn(-c2ccccc2)c(C)c1C(=O)OCC(=O)Nc1ccccc1F,-131,-3.6,0,-57,-14,-14,-29,-55
5,-8,-7,CS(=O)(=O)c1ccc(N2CCN(c3ccccn3)CC2)c([N+](=O)[O-])c1,16,-0.7,-6,6,1,5,-3,3
-5,-60,-1,Cc1ccc(/C=C2\SC(N3CCCCC3)=NC2=O)cc1,-35,-1.1,-2,12,5,-8,-42,-42
-5,-5,-14,Cc1c(Cl)cccc1NC(=O)NCc1ccc(C)n1C,6,-1.1,5,6,-7,-4,-19,5
-2,-5,4,CCc1ccc(NC(=O)CN(c2cc(C)cc(C)c2)S(=O)(=O)c2c(C)[nH]c(=O)[nH]c2=O)cc1,6,1.6,4,·,-5,-1,·,-23
3,1,·,CCCCN(C=O)c1c(CC)nc2ccc(C(=O)Nc3cc(-c4ccccc4)ccc3OC)cn12,11,1.9,12,-3,·,2,14,-8
7,10,·,C/C(=N/NC(=O)CNC(=O)Cc1ccc(Cl)cc1)c1ccco1,2,0.8,10,-3,·,-2,-16,8
-4,3,-6,O=C(OCc1ccc(COC(=O)c2ccc(O)cc2)cc1)c1ccc(O)cc1,-1,3.9,10,·,-1,5,·,-39
6,-9,8,CN(C(=O)COC(=O)CN1C(=O)c2cccc([N+](=O)[O-])c2C1=O)c1ccccc1,-3,0.4,19,7,-8,6,-17,-2

A second format for part of the listing above.
Values run as follows: ABHD5 PLIN5 PPI, NR5A2 inv ag, TLR9-MyD88 inh, SRC1 inh, MC4R ag barr, MC4R antagonist, NCOA2 inhibitor, LMP1 NFkB inh, NOD2 RIPK2 PPI, COUP-TFII inh, NCOA3 inh
- Cc1c(Cl)cccc1NC(=O)NCc1ccc(C)n1C
 : -5, -5, -14, 6, -1.1, 5, 6, -7, -4, -19, 5
- Cc1ccc(/C=C2\SC(N3CCCCC3)=NC2=O)cc1
 : -5, -60, -1, -35, -1.1, -2, 12, 5, -8, -42, -42

Compound activity (PubChem)
